GoLoco inh red: RGS12 GoLoco-Gai1 interaction inhibition; Gai1:RGS12 GoLoco peptide FP, rhodamine, 10 min; hit rate 0.44% among 230,000; Potency, µM (series often up to 61.6 µM), for inactives: at the highest dose activity, negative = inhibition, usual class: inhibitors; AID 880; active means well fitted inhibition curve with a large enough effect, not every such curve was filed as active; inactive means no such curve, though single readings can be large or run the other way; further: nearly all actives have a fitted effect of over 30% in size; many of its hits are not listed in these tables
GAA spleen mod: lysosomal alpha-glucosidase (human) modulation | P10253 | human spleen homogenate, 4-MU-alpha-glucoside fluorescence | Potency, µM (doses to about 79.9 µM), for the others: at the highest dose activity change, negative = inhibition, most hits filed as inhibitors | hit rate 0.006% among 240,000;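 further: 0% = enzyme with vehicle and -100% = no enzyme basal signal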
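Human spleen homogenate (1 ug) with 4-methylumbelliferyl-alpha-D-glucopyranoside (1 mM final) in 50 mM citrate/phosphate pH 5.0, 0.01% Tween-20; 40 min at 37 C. Stopped at pH 10; 4-MU fluorescence Ex 365/Em 440 nm; AC50 by Hill fit.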
TR SRC2 fluor cs: counter-screen for TRb-SRC2 inhibitors: fluorescence interference | AID 1479 | Potency, µM (highest dose often 106 µM), inactives show at the highest dose fluorescence change, negative = quenching | hit rate 0.29% among 280,000 | TRb/SRC2 Texas Red total fluorescence interference; active means well fitted curve in either direction with a large enough effect; inconclusive means small, poorly fitted or top-dose-only effect
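Flags fluorescent or light-absorbing compounds by total fluorescence, S + 2P, at 555 nm excitation and 632 nm emission. Mixture: 20 nM Texas Red SRC2 peptide, 0.6 uM human TRb LBD, 1 uM T3, 5% DMSO; compound exposure 5 h at ambient temperature.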
RECQ1 inh: inhibitors of human RECQ1 DNA helicase; hit rate 0.54% among 240,000; AID 2549; RECQ1 DNA unwinding, red fluorescence kinetic read; Potency, µM (doses to about 57.3 µM), for the others: at the highest dose activity, negative = inhibition, actives largely listed as inhibitors; P46063;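 further: plate controls were vehicle for no effect and no enzyme for full effect; nearly all actives have a fitted effect of over 30% in size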
Target sequence (P46063 whole entry, looked up): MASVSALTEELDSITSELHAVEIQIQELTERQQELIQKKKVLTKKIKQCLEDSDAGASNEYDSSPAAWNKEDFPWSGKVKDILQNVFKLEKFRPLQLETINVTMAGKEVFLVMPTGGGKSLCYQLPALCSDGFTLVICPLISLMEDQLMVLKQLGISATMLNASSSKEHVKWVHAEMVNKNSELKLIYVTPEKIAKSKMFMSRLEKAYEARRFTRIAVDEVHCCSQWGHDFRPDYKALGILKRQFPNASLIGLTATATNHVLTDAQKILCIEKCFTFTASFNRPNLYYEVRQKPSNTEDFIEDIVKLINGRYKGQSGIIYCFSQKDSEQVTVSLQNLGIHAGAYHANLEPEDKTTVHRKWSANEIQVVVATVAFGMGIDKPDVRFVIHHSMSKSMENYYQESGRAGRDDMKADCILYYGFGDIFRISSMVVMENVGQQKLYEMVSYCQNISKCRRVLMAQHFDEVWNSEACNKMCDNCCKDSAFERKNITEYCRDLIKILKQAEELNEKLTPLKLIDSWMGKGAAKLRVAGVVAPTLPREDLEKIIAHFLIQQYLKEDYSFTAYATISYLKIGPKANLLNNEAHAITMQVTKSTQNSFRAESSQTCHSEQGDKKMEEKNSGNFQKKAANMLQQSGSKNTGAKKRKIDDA
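50 nM RECQ1T1 preincubated 15 min with compound in Tris pH 8.0 buffer with MgCl2, DTT, Tween-20 and 2.5 ug/ml poly(dI-dC); started with 200 nM TAMRA/BHQ-2 forked duplex and 2 mM ATP. Unwinding read as fluorescence (525/598 nm), two reads 2 h apart.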
GAA glycogen mod: inhibitors or activators of human alpha-glucosidase glycogen cleavage | P10253 | recombinant GAA, glycogen substrate, Amplex Red glucose oxidase fluorescence | Potency, µM (series often up to 76.4 µM), inactives show top-dose activity change, negative = inhibition, most hits filed as inhibitors | hit rate 0.38% among 300,000;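 further: 0% = full enzyme reaction and -100% = no-enzyme basal signal; the screen sought inhibitors and activators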
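Natural-substrate format: glycogen cleavage by 4 nM human enzyme, glucose read by Amplex Red coupling (Ex 573, Em 610 nm). Normalized to enzyme and no-enzyme controls.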
GAA inhib: inhibitors of human lysosomal alpha-glucosidase; P10253; purified human GAA, 4-MU-alpha-glucoside fluorescence; Potency, µM (series often up to 76.9 µM), without a hit: top-dose activity change, negative = inhibition, hits mostly inhibitors; hit rate 0.005% among 200,000; AID 1466;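 further: plate controls were uninhibited enzyme wells for no effect and no-enzyme background for full effect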
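Compounds are titrated up to 77 uM against 4 nM human enzyme. Substrate 4-methylumbelliferyl-alpha-D-pyranoside (400 uM) reacts 20 min at room temperature in pH 5.0 buffer; liberated 4-methylumbelliferone is read at 440 nm.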
L3MBTL1 inh: inhibitors of human L3MBTL1 | Q9Y468 | AlphaScreen L3MBTL1–H3K9me1 peptide binding | Potency, µM (highest dose often 57.1 µM), without a hit: at the top dose activity, negative = inhibition, most hits filed as inhibitors | hit rate 0.66% among 230,000 | AID 485360; further: nearly all actives have a fitted effect of over 60% in size
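Displacement of a biotinylated histone H3(1-15) peptide monomethylated at Lys9 (75 nM) from L3MBTL1 (50 nM) was measured by AlphaScreen after a 30 min room-temperature compound incubation; cefsulodin titration served as intraplate control.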
TRb SRC2 PPI: inhibitors of human thyroid hormone receptor beta-SRC2 interaction | P10828 | TRbeta-SRC2 peptide binding, fluorescence polarization; receptor liganded with 1 µM T3 | hit rate 0.065% among 280,000 | Potency, µM (titrated, usually from 106 µM), inactives show at the highest dose activity change, negative = inhibition, usual class: inhibitors | AID 1469;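 further: plate controls were bound peptide for no effect and peptide without receptor for full effect; nearly all actives have a fitted effect of over 50% in size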
Target sequence (P10828 whole entry, looked up): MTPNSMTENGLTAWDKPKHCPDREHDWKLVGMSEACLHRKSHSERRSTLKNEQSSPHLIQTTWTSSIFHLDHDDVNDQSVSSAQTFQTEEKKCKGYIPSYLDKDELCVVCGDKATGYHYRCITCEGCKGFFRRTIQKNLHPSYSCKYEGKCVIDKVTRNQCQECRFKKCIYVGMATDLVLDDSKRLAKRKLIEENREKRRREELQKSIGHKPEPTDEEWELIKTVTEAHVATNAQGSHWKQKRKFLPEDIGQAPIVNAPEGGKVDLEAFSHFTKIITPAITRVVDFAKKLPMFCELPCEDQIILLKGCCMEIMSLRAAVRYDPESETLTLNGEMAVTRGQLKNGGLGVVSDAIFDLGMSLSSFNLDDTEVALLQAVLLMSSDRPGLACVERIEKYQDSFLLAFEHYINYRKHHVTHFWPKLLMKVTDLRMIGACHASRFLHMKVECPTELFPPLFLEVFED
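Polarization signal, normalized between peptide-alone and full complex controls, measured compound effects on T3-liganded human TRb LBD (0.6 uM) binding 20 nM Texas Red SRC2 peptide after 5 hr.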
Starred values were filed as active, the others as inactive; i = inactive; ? = inconclusive; . = no result given; & = joins results of further samples; [ ] = another dose, or the depositor's remark. Unless noted, the call rests on the fitted dose curve; in most records, active means well fitted curve in the direction sought with a large enough effect; inconclusive means small, poorly fitted or top-dose-only effect, or another doubt; inactive means no such curve, though single readings can be large; an effect the other way counts as inactive or inconclusive. Unless noted, on the % scale 0 is the no-effect control and ±100 the full control effect; potency means the concentration at half of the fitted maximal effect. An excerpt (hit frequency here may not be typical).

SMILES	GoLoco inh red	GAA spleen mod	TR SRC2 fluor cs	RECQ1 inh	GAA glycogen mod	GAA inhib	L3MBTL1 inh	TRb SRC2 PPI
S=C(NCCCc1ccccc1)Nc1ccccc1Cl	-1.9%	-1.8%	-1.1%	-2.9%	-6.6%	1.9%	10.8%	1.3%
CCOc1ccc(-n2c(SCc3nc(-c4ccc(C)cc4)no3)nnc2-c2ccncc2)cc1	8.4%	-3.7%	1.4%	i	-3.7%	-13.0%	.	-15.2%
COc1ccc(OC)c(NC(=O)COc2ccc(S(=O)(=O)NC(C)C)cc2)c1	-10.3%	1.4%	-1.5%	i	1.5%	-3.5%	.	-0.2%
O=C1CC(=O)N2N=C(c3ccc([N+](=O)[O-])cc3)SC2=N1	1.0%	-7.4%	-1.9%	-8.4%	7.5%	2.3%	-19.7%	-1.5%
CCCOC(=O)c1ccc(NC(=O)C2CCCO2)cc1 (stereo unspecified)	-1.1%	-2.1%	0.1%	-6.8%	-1.4%	-3.7%	2.4%	1.1%
CCOC(=O)c1ccc(-n2[nH]c(-c3ccccc3)cc2=O)cc1	0.9%	-1.5%	-19.8%	i	?	2.5%	-5.8%	-1.3%
O=C(Nc1cccc(Cl)c1Cl)c1cc(S(=O)(=O)NCCc2ccccc2)ccc1F	59.0%[activator]	2.3%	0.5%&-1.7%	4.1%	0.1%	-7.4%	6.3%	3.6%&-2.1%
Cc1cc(C)nc(-n2nc(C)cc2Nc2ccccc2)n1	-2.4%	-6.5%	-1.8%	0.1%	-19.7%	-15.3%	.	-9.6%
Cc1ccccc1-c1nnc(SCCOc2ccc3c(C)cc(=O)oc3c2)o1	11.4%	6.3%	-3.7%	-14.6%	4.1%	-4.9%	.	-6.3%
O=C(COC(=O)Cn1cnc2ccccc21)Nc1cccc(S(=O)(=O)N2CCOCC2)c1	9.0%	1.4%	0.8%	-2.8%	2.2%	2.9%	.	-4.0%
CC(=O)c1ccc(-c2cccs2)s1	8.3%	.	-1.3%	-2.1%	3.9%	?	40.3%[activator]	1.8%
O=C(Oc1ccccc1)N1CCN(c2ccc(F)cc2)CC1	-4.5%	-3.9%	-1.3%	-12.5%	2.1%	-9.3%	-7.3%	-16.4%
Clc1ccc(COc2ccccn2)cc1Cl	1.8%	-6.0%	1.3%	-10.7%	4.1%	-1.7%	1.9%	4.7%
CC(=O)N(C)c1ccc(NC(=O)C(F)(F)F)cc1	-1.6%	-1.2%	0.3%	0.4%	-3.8%	-24.6%	4.8%	-0.1%
Cc1ccc(NCc2nnc(SCCN3CCCCC3)n2CC2CCCO2)cc1Cl (stereo unspecified)	6.2%	1.1%	-2.2%	0.9%	5.0%	?	.	-5.7%
COc1ccc2c(CCNC(=O)c3ccco3)c[nH]c2c1	13.6%	-6.9%	-2.8%	-2.3%	-1.2%	1.3%	-5.0%	-1.1%
CN(C)c1ccc([N+](=O)[O-])cc1C(=O)O	3.5%	-12.5%	-1.4%	-0.7%	8.3%	-2.5%	-0.6%	-0.3%
COc1cccc(N2C(C(C)=O)=NN(c3ccccc3)C2c2ccc(N3CCOCC3)cc2)c1 (stereo unspecified)	14.7%	0.6%	-5.9%	4.3%	-18.7%	?	11.1%	-7.0%
COc1ccccc1N1CCN(C(=O)Nc2ccc([N+](=O)[O-])cc2)CC1	4.6%	-9.8%	-0.2%	-2.2%	-0.2%	2.9%	-5.4%	-2.4%
O=C(NC(C(=O)N/N=C/c1cccc2ccccc12)c1n[nH]c(=O)c2ccccc12)c1ccccc1 (stereo unspecified)	.	0.1%	-1.6%	-5.8%	-10.2%	-3.7%	-21.4%	0.4%
Cc1cc(C)c2nc(NNC(=O)c3ccc(S(=O)(=O)N4CCc5ccccc5C4)cc3)sc2c1	16.2%	-1.3%	-0.8%	-2.8%	7.0%	-4.9%	?	3.6%
CCOC(=O)c1cnc(SC)nc1N1CCCC1	5.9%	3.6%	-1.8%	i	-3.0%	5.8%	-3.8%	3.5%
CC(C(=O)Nc1ccc2c(c1)OCCO2)N1CCN(C(=O)c2ccco2)CC1 (stereo unspecified)	1.2%	-3.7%	-1.8%	-6.0%	1.9%	-11.2%	.	-11.8%
COc1cc(/C=N/NC(=O)c2ccncc2)ccc1Oc1ccc([N+](=O)[O-])cn1	-13.8%	2.6%	-2.0%	-2.0%	-2.0%	-2.8%	.	-0.8%
Cc1ccccc1S(=O)(=O)Nc1nc2ccccc2nc1N1CCOCC1	4.6%	-0.2%	-6.8%	-6.6%	7.7%	-0.7%	.	3.7%
C=C(C)C1CC=C(C)/C(=N/NC(=O)CNc2ccc(OCC)cc2)C1 (stereo unspecified)	7.6%	2.6%	3.0%	i	-4.2%	1.5%	-14.9%	-1.8%
COC(=O)c1ccc(NC(=S)NC2CCCCC2C)cc1 (stereo unspecified)	2.5%	6.7%	-20.6%	6.4%	-11.3%	-0.1%	-8.3%	3.6%
O=C(Nc1cccnc1)c1ccc2c(c1)OCO2	7.0%	2.8%	2.1%	-2.0%	-1.2%	-14.6%	13.9%	3.6%
O=C(OCc1nc2scc(-c3ccccc3)c2c(=O)[nH]1)c1cc([N+](=O)[O-])ccc1Cl	-3.6%	-3.1%	2.1%	i	-9.9%	-5.3%	-6.6%	4.9%
O=C(NCc1ccccn1)C1CC(c2ccc(F)cc2)=NO1 (stereo unspecified)	8.9%	-0.5%	1.1%	-0.9%	6.5%	-2.3%	.	-10.3%
c1ccc(C2[C@H]3CN(Cc4cccnc4)[C@H](c4ccccc4)C34CC2(c2cccnc2)C4)cc1 (stereo partly specified)	7.9%&2.2%	-11.8%&1.5%	-4.4%&-0.1%	-5.5%	-4.5%	.	.	1.9%&9.2%
Cc1ccc(C)c(-c2nn(-c3cc(N4CCN(CCO)CC4)ccc3[N+](=O)[O-])c(=O)c3ccccc23)c1	7.7%	-2.4%	-1.1%	-10.2%	-3.3%	6.8%	-14.5%	3.5%
O=C(c1ccco1)N1CCN(Cc2cn[nH]c2-c2ccc(F)cc2F)CC1	17.1%	6.7%	-3.6%	-8.2%	13.5%	?	0.6%	11.9%
CSc1cccc(NC(=O)C2CCN(S(C)(=O)=O)CC2)c1	-7.2%	-7.5%	-0.5%	-3.2%	1.7%	-8.7%	3.8%	-12.6%
CCOc1ccccc1C(=O)NC(C)c1ccc2c(c1)OCO2 (stereo unspecified)	3.6%	-7.4%	1.8%	-10.0%	7.9%	-5.8%	-3.9%	-23.3%
Cc1c(Cc2ccccc2)c(=O)oc2c(C)c(OCC(=O)Nc3ccc(C#N)cc3)ccc12	.	-0.2%	-3.5%	-15.6%	-7.4%	10.2%	3.8%	0.0%
COC(=O)CC1C(=O)NCCN1C(=S)NC(=O)c1ccccc1[N+](=O)[O-] (stereo unspecified)	-6.1%	3.7%	0.5%	-9.2%	-10.0%	3.5%	8.7%	0.4%
CC1(C)Cc2nc3oc4c(=O)n(CC(=O)Nc5ccccc5)cnc4c3cc2CO1	3.3%	-11.3%	9.5%	-9.3%	12.8%	-3.7%	-5.2%	1.0%
COC(=O)c1cn(NC(=O)CCC2CCCC2)c(=O)c2ccccc12	-6.6%	-1.8%	-3.4%	i	-5.0%	-10.6%	.	-1.1%
COc1ccc(CCNC(=O)Cn2cc(C(F)(F)F)cc(Cl)c2=O)cc1OC	8.2%	0.9%	-2.4%	i	-11.0%	-4.1%	4.9%	-2.2%
COc1cc(C(=O)NCc2nnc(SCC(=O)Nc3cccc(C)c3)o2)cc(OC)c1OC	2.1%	9.6%	-0.7%	-7.7%	11.0%	-10.4%	.	3.1%
C[C@@H](c1ncncc1F)[C@](O)(Cn1cncn1)c1ccc(F)cc1F	-13.3%	2.2%	0.9%	1.8%	2.7%	-2.0%[15.4 µM]	.	0.3%
CC(C)N(C(=O)COC(=O)c1cncc(Br)c1)C(C)C	-5.9%	-0.9%	-3.0%	i	5.9%	-2.8%	1.3%	-5.0%
O=C(NN1C(=O)c2ccccc2NC1c1ccco1)c1ccc([N+](=O)[O-])cc1 (stereo unspecified)	5.7%	4.8%	-2.2%	-14.3%	1.8%	-5.1%	-0.1%	-3.2%
COc1ccc(CNC(=O)c2cnn3c(C(F)F)cc(C)nc23)cc1OC	9.5%	-3.2%	1.3%	i	0.7%	-2.9%	0.1%	-13.9%
COc1cccc(/C=N/n2nnnc2N)c1OCc1ccccc1Cl	6.1%	0.3%	-1.3%	-4.5%	-7.2%	2.0%	-3.2%	7.9%
CCOC(=O)C1=C(C)OC(N)=C(C#N)C1c1cncc(-c2ccc(F)cc2)c1 (stereo unspecified)	8.2%	4.9%	3.3%	-1.7%	-2.3%	-4.2%	3.7%	-0.2%
COc1ccc(C(=O)NNC(=O)Cn2nnc(-c3ccc(OC)c(OC)c3)n2)cc1	1.0%	7.0%	0.3%	i	21.0%	4.8%	-6.2%	1.5%
O=C(N/N=C/c1ccc2nccnc2c1)c1ccc(Br)cc1	8.8%	3.2%	-2.6%	3.1%	0.1%	.	.	-8.1%
Cc1c(C(=O)N2CCOCC2)sc2ncn(CC(=O)N3CCC(C)CC3)c(=O)c12	-3.1%	-0.9%	-1.0%	2.0%	3.8%	-5.9%	-4.0%	-1.6%
O=C(CCc1ccccc1)NCCSCc1c(F)cccc1Cl	5.1%	-11.1%	-0.1%	9.2%	1.0%	6.0%	-3.0%	-20.3%
CCc1ccc(NC(=S)NC(=O)CC(C)C)cc1	0.2%	-12.2%	1.1%	-2.6%	-4.6%	-2.1%	-8.7%	5.1%
O=C(OCCOc1ccc(Br)cc1)c1cnccn1	5.6%	-5.2%	-1.4%	?	-0.8%	0.7%	.	6.3%

Looked up one by one from the entries so far, two records:
SMILES	GoLoco inh red	GAA spleen mod	TR SRC2 fluor cs	RECQ1 inh	GAA glycogen mod	GAA inhib	L3MBTL1 inh	TRb SRC2 PPI
CCc1ccc(NC(=S)NC(=O)CC(C)C)cc1	0.2%	-12.2%	1.1%	-2.6%	-4.6%	-2.1%	-8.7%	5.1%
COc1ccc(C(=O)NNC(=O)Cn2nnc(-c3ccc(OC)c(OC)c3)n2)cc1	1.0%	7.0%	0.3%	i	21.0%	4.8%	-6.2%	1.5%
